Compound activity (PubChem)
MEKK3 PB1 HTS – modulators (inhibitors or enhancers) of MEK5 binding to human MEKK3 PB1 domain. 1.4% of 290,000 active. binding response (% of control), % at 10 µM. bead-based flow cytometry, Alexa488-MEK5 binding to MEKK3; actives lie on both sides; 0 = blocked by unlabeled MEK5, 100 = vehicle;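 active means binding response more than 3 SD above or below the average of its plate-row segment, actives on both sides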;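 further: Alexa488 bead fluorescence after subtracting the streptavidin-only scavenger bead signal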
MEKK2 WT-MEK5 – raises or lowers MEK5 binding to wildtype human MEKK2 PB1 domain | Q9Y2U5 | bead flow cytometry, Alexa488-MEK5 binding to MEKK2 WT; actives lie on both sides | binding response (% of control), % at 10 µM | 1.1% of 290,000 active | AID 1531; in the data active means binding response below about 67% or above about 130%
UBC9 SUMO inh – blocks human SUMOylation mediated by UBC9 | inhibition, % at 35 µM | P63279 | HTRF SUMOylation assay, SAE1/SAE2 + UBC9, in vitro | 0.36% of 290,000 active | AID 2006; in the data active means inhibition above about 50%, passing the limit was not always enough; further: strong numbers were not always called active
Target sequence (P63279 whole entry, looked up): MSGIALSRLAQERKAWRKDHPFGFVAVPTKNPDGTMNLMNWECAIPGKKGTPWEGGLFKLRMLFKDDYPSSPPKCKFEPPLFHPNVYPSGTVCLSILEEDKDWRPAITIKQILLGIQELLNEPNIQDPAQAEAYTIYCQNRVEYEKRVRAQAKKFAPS
HCV NS3 hel inh – inhibitors of Hepatitis C virus NS3 helicase; 0.56% of 290,000 active; inhibition, % at 10.9 µM; NS3 helicase DNA unwinding, Cy5 molecular beacon fluorescence; AID 1800;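 active means inhibition above the mean of all tested compounds plus 3 SD, set per campaign, cut at about 35% in these data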;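 further: 0% = DMSO wells and 100% = thioflavine S control wells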
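assay system = NS3 helicase fragment of HCV | buffer or medium = MOPS pH 6.5, MgCl2, DTT, Tween20, BSA | timing = 60 min unwinding reaction at 25 °C after ATP addition | signal = Cy5 beacon fluorescence read at start and 1 h | read-out basis = % inhibition of unwinding | control set = low DMSO, high thioflavine S at 110 µM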
CRFBP-R2 block – blocks CRF-induced signaling of the CRF-BP/CRF-R2 complex; HEK293 CRF-R2/CRF-BP, CRF-induced calcium fluorescence; inhibition, % at 11.8 µM; 0.59% of 350,000 active; AID 588475;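 active means inhibition of the ligand-induced calcium signal above about 50% at the single tested concentration, limit read from the data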
FID counter – counter-screen for HCV NS3 helicase inhibitors: DNA intercalator displacement. 0.17% of 290,000 active. inhibition, % at 7.9 µM. AID 1845. DNA fluorescent intercalator displacement, fluorescence; in the data active means inhibition above about 37%;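 further: 0% = vehicle and 100% = reference compound; higher means more ethidium bromide displaced from hairpin DNA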
GalR3 antag – antagonists of human GalR3; HEK293 GalR3-CNG cAMP membrane potential fluorescence; galR3 body fused to GalR1 C-terminus; inhibition, % at 3 µM; 0.44% of 360,000 active; AID 651719;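 active means inhibition above the screen-wide average plus 3 SD, cut at about 13% in these data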;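 further: forskolin and galanin both at EC90 stimulate the cells; cAMP rise reported by CNG channel membrane potential dye signal; 0% = forskolin plus galanin with DMSO and 100% = forskolin alone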
Target sequence (O60755 1-299 limits assumed): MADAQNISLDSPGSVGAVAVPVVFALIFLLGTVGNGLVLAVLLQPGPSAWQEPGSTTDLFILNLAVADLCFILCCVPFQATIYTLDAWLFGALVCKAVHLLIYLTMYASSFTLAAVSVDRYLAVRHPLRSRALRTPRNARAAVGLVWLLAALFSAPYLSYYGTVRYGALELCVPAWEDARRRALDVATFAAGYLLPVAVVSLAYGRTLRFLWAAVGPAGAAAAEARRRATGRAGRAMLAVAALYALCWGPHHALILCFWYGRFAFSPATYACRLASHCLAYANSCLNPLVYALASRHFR
MEKK2mut PB1 HTS – signal of MEK5 binding to mutant human MEKK2 PB1 domain | bead flow cytometry, Alexa488-MEK5 binding to MEKK2 mutant | 0.35% of 290,000 active | percent response, % at 10 µM | AID 1530; in the data active means percent response above about 24%, passing the limit was not always enough; further: inactives centre near 1; some results filed as inactive read as strong as hits
CRFBP-R2 agonist – CRF-BP/CRF-R2 complex agonism; HEK293 CRF-R2/CRF-BP, calcium dye fluorescence (FLIPR); percent of saturating CRF peptide response; activation, % at 13.2 µM; 0.46% of 350,000 active;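 active means activation of at least 50%, plus an integration ratio under a set limit after plate pattern correction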;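 further: plate controls were neutral control wells without compound for no effect and CRF at EC100 for full effect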
An asterisk follows results filed as active. An excerpt, so the mix of outcomes need not match the whole.

Cc1cccc(NS(=O)(=O)c2cc(C(=O)N3CCN(C)CC3)ccc2C)c1 was read as MEKK3 PB1 HTS 91, MEKK2 WT-MEK5 104, UBC9 SUMO inh -5, HCV NS3 hel inh 1, CRFBP-R2 block -9, FID counter 0, GalR3 antag -4, MEKK2mut PB1 HTS 1 and CRFBP-R2 agonist 1.2.
CNC(=O)CN(c1ccc(C23CC4CC(CC(C4)C2)C3)cc1)S(C)(=O)=O was read as MEKK3 PB1 HTS 103, MEKK2 WT-MEK5 106, UBC9 SUMO inh 7, HCV NS3 hel inh -6, CRFBP-R2 block -7, FID counter -32, GalR3 antag -3, MEKK2mut PB1 HTS 10 and CRFBP-R2 agonist -0.7.
`c1ccc2c(c1)Nc1nccnc1S2` gave MEKK3 PB1 HTS 93, MEKK2 WT-MEK5 95, UBC9 SUMO inh 9, HCV NS3 hel inh -7, CRFBP-R2 block -17, FID counter -2, GalR3 antag -4, MEKK2mut PB1 HTS 0 and CRFBP-R2 agonist -2.0.
`Cn1nc(-c2ccc(C(=O)NCCO)cc2)c2ccccc2c1=O` gave MEKK3 PB1 HTS 91, MEKK2 WT-MEK5 93, UBC9 SUMO inh 0, HCV NS3 hel inh 14, CRFBP-R2 block -1, FID counter -11, GalR3 antag -3, MEKK2mut PB1 HTS -14 and CRFBP-R2 agonist 2.9.
`Cc1cccc(N2CCN(C(=O)c3cc(S(=O)(=O)N4CCOCC4)cn3C)CC2C)c1` (stereo unspecified) gave MEKK3 PB1 HTS 86, MEKK2 WT-MEK5 87, UBC9 SUMO inh -8, HCV NS3 hel inh 1, CRFBP-R2 block 6, FID counter -43, GalR3 antag 1, MEKK2mut PB1 HTS -21 and CRFBP-R2 agonist -1.8.
C/C=C/c1ccc(OCCOCCNCc2ccccc2)c(OC)c1 was read as MEKK3 PB1 HTS 113, MEKK2 WT-MEK5 195*, UBC9 SUMO inh 0, HCV NS3 hel inh -63, CRFBP-R2 block 2, FID counter 13, GalR3 antag -6, MEKK2mut PB1 HTS 24* and CRFBP-R2 agonist 2.6.
COC(=O)CCCC1=CC2=CC(=O)C(C)(OC(=O)c3cccs3)C(=O)C2=CN1C1CCCC1 (stereo unspecified) was read as MEKK3 PB1 HTS 96, MEKK2 WT-MEK5 97, UBC9 SUMO inh 28, CRFBP-R2 block -4, GalR3 antag -4, MEKK2mut PB1 HTS 4 and CRFBP-R2 agonist 0.6.
`COc1cc(OC)cc(-c2n[nH]c(=S)n2-c2cc(OC)ccc2OC)c1` gave MEKK3 PB1 HTS 100, MEKK2 WT-MEK5 97, UBC9 SUMO inh 23, HCV NS3 hel inh -6, CRFBP-R2 block 4, FID counter -17, GalR3 antag -4, MEKK2mut PB1 HTS -1 and CRFBP-R2 agonist -2.0.
CC(C)(C)[C@H]1C=C(C(=O)NCc2nc3ccccc3[nH]2)O[C@@H](OCCCCO)C1 was read as MEKK3 PB1 HTS 92, MEKK2 WT-MEK5 98, UBC9 SUMO inh 4, HCV NS3 hel inh 13, CRFBP-R2 block 7, FID counter -22, GalR3 antag -9, MEKK2mut PB1 HTS 1 and CRFBP-R2 agonist -4.3.
Screening Nc1cc(=O)[nH]c(=S)n1-c1ccccc1 returned MEKK3 PB1 HTS 106, MEKK2 WT-MEK5 108, UBC9 SUMO inh 10, HCV NS3 hel inh -1, CRFBP-R2 block -2, FID counter -3, GalR3 antag -3, MEKK2mut PB1 HTS 4 and CRFBP-R2 agonist 2.7.
`COC(=O)c1ccc2c(=O)n(Cc3ccc4c(c3)OCO4)c(SCC(=O)N3CCCC3)nc2c1` gave MEKK3 PB1 HTS 102, MEKK2 WT-MEK5 103, UBC9 SUMO inh 19, HCV NS3 hel inh -23, CRFBP-R2 block 9, FID counter 1, GalR3 antag -2, MEKK2mut PB1 HTS 5 and CRFBP-R2 agonist -0.2.
For Cc1ccc(Sc2ncccc2C(=O)O)cc1 the results were MEKK3 PB1 HTS 98, MEKK2 WT-MEK5 93, UBC9 SUMO inh -9, HCV NS3 hel inh -1, CRFBP-R2 block 5, FID counter 1, GalR3 antag -3, MEKK2mut PB1 HTS -2 and CRFBP-R2 agonist 0.4.
For CCCS(=O)(=O)N1CCCC(C(=O)NC(C)c2ccc3c(c2)OCCO3)C1 (stereo unspecified) the results were MEKK3 PB1 HTS 106, MEKK2 WT-MEK5 104, UBC9 SUMO inh 17, HCV NS3 hel inh 1, CRFBP-R2 block -2, FID counter -10, GalR3 antag -3, MEKK2mut PB1 HTS 2 and CRFBP-R2 agonist -0.1.
Screening COc1cccc(NC(=O)C2CCN(S(=O)(=O)c3ccc4[nH]c(=O)oc4c3)CC2)c1 returned MEKK3 PB1 HTS 104, MEKK2 WT-MEK5 101, UBC9 SUMO inh 16, HCV NS3 hel inh -4, CRFBP-R2 block -1, FID counter -1, GalR3 antag 3, MEKK2mut PB1 HTS 2 and CRFBP-R2 agonist 5.3.
`Cc1ccc(NC(=O)CCC(=O)NNS(=O)(=O)c2ccc(Cl)cc2)cc1C` gave MEKK3 PB1 HTS 99, MEKK2 WT-MEK5 99, UBC9 SUMO inh 0, HCV NS3 hel inh 0, CRFBP-R2 block -15, FID counter -34, GalR3 antag -1, MEKK2mut PB1 HTS 1 and CRFBP-R2 agonist 0.1.
`O=c1c[n+]([O-])c2ccccc2n1OCc1ccccn1` gave MEKK3 PB1 HTS 103, MEKK2 WT-MEK5 109, UBC9 SUMO inh 23, HCV NS3 hel inh 7, CRFBP-R2 block -11, FID counter -1, GalR3 antag -3, MEKK2mut PB1 HTS 4 and CRFBP-R2 agonist -0.9.
Screening COc1ccc2oc(-c3ccccc3)c(C(=O)N3CCOCC3)c2c1 returned MEKK3 PB1 HTS 100, MEKK2 WT-MEK5 99, UBC9 SUMO inh 17, HCV NS3 hel inh 4, CRFBP-R2 block -21, FID counter -20, GalR3 antag -5, MEKK2mut PB1 HTS 2 and CRFBP-R2 agonist 2.8.
For CCCc1cc(=O)[nH]c(SCc2nc3ccc([N+](=O)[O-])cc3[nH]2)n1 the results were MEKK3 PB1 HTS 104, MEKK2 WT-MEK5 100, UBC9 SUMO inh 14, HCV NS3 hel inh 10, CRFBP-R2 block -8, FID counter -2, GalR3 antag -2, MEKK2mut PB1 HTS -2 and CRFBP-R2 agonist 0.4.
`COc1ccc(Cl)cc1N(CC(=O)N1CCC(C)CC1)S(C)(=O)=O` gave MEKK3 PB1 HTS 99, MEKK2 WT-MEK5 98, UBC9 SUMO inh -13, HCV NS3 hel inh -2, CRFBP-R2 block -43, FID counter -13, GalR3 antag 3, MEKK2mut PB1 HTS -3 and CRFBP-R2 agonist -1.1.
COCCCNS(=O)(=O)c1ccc2[nH]c3c(c2c1)CCCCC3 was read as MEKK3 PB1 HTS 104, MEKK2 WT-MEK5 102, UBC9 SUMO inh 10, HCV NS3 hel inh -6, CRFBP-R2 block -11, FID counter -19, GalR3 antag -12, MEKK2mut PB1 HTS 5 and CRFBP-R2 agonist -2.0.
CN(C)c1ccc(C2CC(c3cccc(NS(C)(=O)=O)c3)=NN2C(=O)c2ccccc2)cc1 (stereo unspecified) was read as MEKK3 PB1 HTS 79, MEKK2 WT-MEK5 77, UBC9 SUMO inh -19, HCV NS3 hel inh -5, CRFBP-R2 block -7, FID counter -5, GalR3 antag -7, MEKK2mut PB1 HTS -24 and CRFBP-R2 agonist 0.9.
`Fc1cc(Br)ccc1Nc1nc2ccccc2n2nnnc12` gave MEKK3 PB1 HTS 108, MEKK2 WT-MEK5 105, UBC9 SUMO inh 7, HCV NS3 hel inh -7, CRFBP-R2 block -30, FID counter 2, GalR3 antag 6, MEKK2mut PB1 HTS 16 and CRFBP-R2 agonist 1.2.
Screening CCOc1ccc(-n2c(SCC(=O)Nc3ccc(OC)cc3)nc3c(c2=O)SCC3)cc1 returned MEKK3 PB1 HTS 105, MEKK2 WT-MEK5 103, UBC9 SUMO inh 6, HCV NS3 hel inh 1, CRFBP-R2 block 4, FID counter -2, GalR3 antag -2, MEKK2mut PB1 HTS 13 and CRFBP-R2 agonist 0.3.
`O=C(CSc1ccccc1)NCc1ccc(F)cc1` gave MEKK3 PB1 HTS 100, MEKK2 WT-MEK5 104, UBC9 SUMO inh 14, HCV NS3 hel inh -2, CRFBP-R2 block 9, FID counter -2, GalR3 antag 1, MEKK2mut PB1 HTS 7 and CRFBP-R2 agonist -0.5.
N#C/C(=C\Nc1ccc2cn[nH]c2c1)c1nc(-c2ccc(Cl)cc2)cs1 was read as MEKK3 PB1 HTS 95, MEKK2 WT-MEK5 83, UBC9 SUMO inh 31, HCV NS3 hel inh 10, CRFBP-R2 block -1, FID counter -1, GalR3 antag -4, MEKK2mut PB1 HTS -11 and CRFBP-R2 agonist -0.2.
Screening CC(=O)Nc1sc(C)c(C)c1C(=O)OCC(=O)Nc1cc(S(=O)(=O)N2CCCCC2)ccc1Cl returned MEKK3 PB1 HTS 105, MEKK2 WT-MEK5 102, UBC9 SUMO inh 25, HCV NS3 hel inh 6, CRFBP-R2 block -23, FID counter 3, GalR3 antag -11, MEKK2mut PB1 HTS 2 and CRFBP-R2 agonist 0.2.
For O=C(CCC(=O)OCC(F)(F)C(F)F)Nc1ccc(F)cc1F the results were MEKK3 PB1 HTS 100, MEKK2 WT-MEK5 100, UBC9 SUMO inh 3, HCV NS3 hel inh -12, CRFBP-R2 block 18, FID counter 10, GalR3 antag -6, MEKK2mut PB1 HTS 2 and CRFBP-R2 agonist -1.6.
Screening O=c1[nH]nc(Cc2ccc(-c3ccccc3Cl)o2)c2ccccc12 returned MEKK3 PB1 HTS 117, MEKK2 WT-MEK5 108, UBC9 SUMO inh -1, HCV NS3 hel inh -3, CRFBP-R2 block -4, FID counter -7, GalR3 antag -3, MEKK2mut PB1 HTS 5 and CRFBP-R2 agonist 3.5.
